GalR3 antag – human GalR3 antagonism | O60755 | HEK293 GalR3-CNG cAMP membrane potential fluorescence; galR3 body fused to GalR1 C-terminus | inhibition, % at 3 µM | 0.44% of 360,000 active;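 active = inhibition above the screen-wide average plus 3 SD, cut at about 13% in these data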;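 also: forskolin and galanin both at EC90 stimulate the cells; cAMP rise reported by CNG channel membrane potential dye signal; 0% = forskolin plus galanin with DMSO and 100% = forskolin alone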
Target sequence (O60755 1-299 limits assumed): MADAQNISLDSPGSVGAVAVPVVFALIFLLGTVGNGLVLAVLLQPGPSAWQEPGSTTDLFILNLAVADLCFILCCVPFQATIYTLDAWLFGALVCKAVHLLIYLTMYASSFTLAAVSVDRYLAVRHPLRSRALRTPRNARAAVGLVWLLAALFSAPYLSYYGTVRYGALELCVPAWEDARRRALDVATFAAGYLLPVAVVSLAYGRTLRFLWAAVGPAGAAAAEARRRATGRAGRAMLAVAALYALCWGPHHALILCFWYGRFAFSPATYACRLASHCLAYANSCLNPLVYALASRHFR
MEKK2 mut-MEK5 – signal of MEK5 binding to mutant human MEKK2 PB1 domain; 0.35% of 290,000 active; bead flow cytometry, Alexa488-MEK5 binding to MEKK2 mutant; percent response, % at 10 µM; in the data active = percent response above about 24%, passing the limit was not always enough; also: inactives centre near 1; some results filed as inactive read as strong as hits
NALP1 yeast inh – blocks the NALP1 inflammasome reconstituted in yeast | S. cerevisiae NALP1/ASC/caspase-1 growth, X-gal OD620, 72 h | inhibition, % at 10 µM | 0.61% of 280,000 active | AID 2071; in the data active = inhibition mostly above about 24%, no sharp cut-off; inactive = mostly below about 32%; also: some compounds called inactive have numbers as strong as hits
V1R ag counter – activates human V1a receptor in oxytocin agonist counter-screen | activation, % at 3 µM | 0.25% of 320,000 active | CHO-V1R cells, Fluo-8 calcium fluorescence, agonist mode; 0% DMSO, 100% 3 nM vasopressin;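 active = activation above the mean activation of all tested compounds plus 3 SD, per screening run, cut at about 20% in these data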;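 also: signal is peak over basal fluorescence ratio across a 100 second FLIPR read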
Target sequence (P37288 whole entry, looked up): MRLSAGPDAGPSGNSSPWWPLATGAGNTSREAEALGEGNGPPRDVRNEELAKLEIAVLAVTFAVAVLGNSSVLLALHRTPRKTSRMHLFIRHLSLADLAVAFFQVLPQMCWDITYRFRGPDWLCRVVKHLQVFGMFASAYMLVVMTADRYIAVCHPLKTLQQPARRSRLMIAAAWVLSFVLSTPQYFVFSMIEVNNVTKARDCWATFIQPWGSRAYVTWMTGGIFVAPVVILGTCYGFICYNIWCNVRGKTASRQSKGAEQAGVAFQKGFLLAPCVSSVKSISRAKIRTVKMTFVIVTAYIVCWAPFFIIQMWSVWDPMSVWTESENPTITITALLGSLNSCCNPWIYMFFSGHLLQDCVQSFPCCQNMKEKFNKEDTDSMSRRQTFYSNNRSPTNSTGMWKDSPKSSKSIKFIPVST
GPR7 antagonist – blocks human GPR7 receptor signaling; P48145; AID 1861; GPR7-expressing cells, fluorescence antagonist assay; inhibition, % at 4.4 µM; 1.1% of 290,000 active; in the data active = inhibition above about 16%, passing the limit was not always enough;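 also: cells stimulated with the agonist NPW; 0% = agonist with vehicle and 100% = vehicle without agonist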
Target sequence (P48145 whole entry, looked up): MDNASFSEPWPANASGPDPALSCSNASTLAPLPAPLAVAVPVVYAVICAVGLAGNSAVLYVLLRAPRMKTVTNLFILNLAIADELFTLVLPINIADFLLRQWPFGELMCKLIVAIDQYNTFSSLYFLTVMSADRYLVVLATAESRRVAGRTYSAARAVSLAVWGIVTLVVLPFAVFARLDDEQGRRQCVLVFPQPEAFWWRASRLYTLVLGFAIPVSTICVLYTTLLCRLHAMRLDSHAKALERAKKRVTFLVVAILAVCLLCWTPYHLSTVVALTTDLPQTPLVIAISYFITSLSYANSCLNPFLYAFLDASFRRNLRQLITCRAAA
OXTR potentiator – potentiates the human oxytocin receptor response; CHO-OTR cells, Fluo-8 calcium fluorescence, potentiator mode; 0% = oxytocin EC15, 100% = EC100; activation, % at 3 µM; 0.061% of 320,000 active;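 active = activation above that plate's cutoff, the mean activation of tested compounds plus 3 SD, cut at about 6.6% in these data, passing the limit was not always enough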;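 also: 100% uses oxytocin at 75 nM as the full agonist control; some results filed as inactive read as strong as hits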
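Material: CHO-OTR cells, human receptor; compound dosing: single dose, 3.0 µM nominal final compound concentration; schedule: 6 min compound pre-incubation at room temperature, 100 s kinetic read; measured by: kinetic Fluo-8 calcium fluorescence; read-out basis: % activation vs EC15 and EC100 oxytocin; controls: EC15 oxytocin alone as 0%, 75 nM oxytocin as 100%; replicates: singlicate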
MEKK2 WT-MEK5 – raises or lowers MEK5 binding to wildtype human MEKK2 PB1 domain. 1.1% of 290,000 active. bead flow cytometry, Alexa488-MEK5 binding to MEKK2 WT; actives lie on both sides. binding response (% of control), % at 10 µM. Q9Y2U5; in the data active = binding response below about 67% or above about 130%
OXTR ag – activates the human oxytocin receptor; CHO-OTR cells, Fluo-8 calcium fluorescence; normalized: DMSO 0%, oxytocin 100%; activation, % at 3 µM; P30559; AID 2435; 0.32% of 320,000 active;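 active = activation above the mean of all tested compounds plus 3 SD, cutoff set per screening run, cut at about 20% in these data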;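 also: peak over basal fluorescence ratio from a 100 s FLIPR kinetic read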
PfM18AAP inh – PfM18AAP enzyme inhibition. recombinant PfM18AAP, H-Glu-NHMec fluorogenic cleavage. inhibition, % at 7.35 µM. 1.2% of 290,000 active. AID 1822;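 active = inhibition above the campaign mean inhibition over all tested compounds plus 3 SD, cut at about 28% in these data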;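 also: 0% = plate median of test compound wells and 100% = 2 mM ZnCl2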
* = called active by the depositor; x = not tested or not shown.

Start of the listing, in advance, 11 compounds:
SMILES | GalR3 antag | MEKK2 mut-MEK5 | NALP1 yeast inh | V1R ag counter | GPR7 antagonist | OXTR potentiator | MEKK2 WT-MEK5 | OXTR ag | PfM18AAP inh
CC(=O)Nc1ccc(N2Cc3ccccc3C2)cc1 | -5 | 0 | 2 | 0.7 | -8 | -7 | 93 | -0.5 | -1
N#Cc1ccccc1Cn1cc(C#N)c2ccccc21 | -1 | -4 | 21 | 1.6 | -11 | -19 | 101 | 5.2 | -4
Clc1ccc(Nc2ncn[nH]2)c(Cl)c1 | -5 | 2 | 14 | 0.6 | -11 | -4 | 102 | 0.9 | 25
Cc1sc2nc(SCC(=O)N3CCCC3)[nH]c(=O)c2c1C | 0 | 4 | 33 | 0.1 | -6 | 0 | 111 | -0.4 | -8
COC(=O)C1C(=O)C2=C(CC1C)NC(C)=C(C(=O)OC(C)C)C2c1ccc(OC)c(O)c1 (stereo not drawn) | 0 | 2 | -8 | 0.3 | 8 | -9 | 96 | 1.1 | 24
COc1ccccc1CCC(=O)Nc1ccc(S(=O)(=O)Nc2nccs2)cc1 | 0 | x | x | -0.2 | x | -7 | x | 0.1 | x
Cc1cc(O)c(C(C)C)cc1N=Cc1ccccc1O | 3 | 6 | -13 | -0.3 | -10 | 7 | 77 | 0.0 | 8
CC(C)C(=O)NC(=S)N1CCc2ccccc21 | 0 | -3 | 11 | 0.0 | -1 | 2 | 97 | -0.6 | -1
COc1ccc(C2CC(C(F)(F)F)n3nc(C(=O)NCCCn4ccnc4)cc3N2)cc1OC (stereo not drawn) | 3 | 4 | 14 | 0.7 | -9 | -3 | 103 | 0.8 | -12
CCCCc1c(C)c2cc(C)ccc2[nH]c1=O | -4 | -3 | 18 | -1.9 | -2 | -7 | 100 | -2.3 | -4
CC(=O)Cc1nsc(Nc2ccc(F)cc2)n1 | -6 | -1 | -11 | 0.1 | -4 | -3 | 100 | 0.3 | 0

The listing (from the top)
SMILES | GalR3 antag | MEKK2 mut-MEK5 | NALP1 yeast inh | V1R ag counter | GPR7 antagonist | OXTR potentiator | MEKK2 WT-MEK5 | OXTR ag | PfM18AAP inh
CC(=O)Nc1ccc(N2Cc3ccccc3C2)cc1 | -5 | 0 | 2 | 0.7 | -8 | -7 | 93 | -0.5 | -1
N#Cc1ccccc1Cn1cc(C#N)c2ccccc21 | -1 | -4 | 21 | 1.6 | -11 | -19 | 101 | 5.2 | -4
Clc1ccc(Nc2ncn[nH]2)c(Cl)c1 | -5 | 2 | 14 | 0.6 | -11 | -4 | 102 | 0.9 | 25
Cc1sc2nc(SCC(=O)N3CCCC3)[nH]c(=O)c2c1C | 0 | 4 | 33 | 0.1 | -6 | 0 | 111 | -0.4 | -8
COC(=O)C1C(=O)C2=C(CC1C)NC(C)=C(C(=O)OC(C)C)C2c1ccc(OC)c(O)c1 (stereo not drawn) | 0 | 2 | -8 | 0.3 | 8 | -9 | 96 | 1.1 | 24
COc1ccccc1CCC(=O)Nc1ccc(S(=O)(=O)Nc2nccs2)cc1 | 0 | x | x | -0.2 | x | -7 | x | 0.1 | x
Cc1cc(O)c(C(C)C)cc1N=Cc1ccccc1O | 3 | 6 | -13 | -0.3 | -10 | 7 | 77 | 0.0 | 8
CC(C)C(=O)NC(=S)N1CCc2ccccc21 | 0 | -3 | 11 | 0.0 | -1 | 2 | 97 | -0.6 | -1
COc1ccc(C2CC(C(F)(F)F)n3nc(C(=O)NCCCn4ccnc4)cc3N2)cc1OC (stereo not drawn) | 3 | 4 | 14 | 0.7 | -9 | -3 | 103 | 0.8 | -12
CCCCc1c(C)c2cc(C)ccc2[nH]c1=O | -4 | -3 | 18 | -1.9 | -2 | -7 | 100 | -2.3 | -4
CC(=O)Cc1nsc(Nc2ccc(F)cc2)n1 | -6 | -1 | -11 | 0.1 | -4 | -3 | 100 | 0.3 | 0
Cc1ccc2nc3c(cc(C(=O)NC4CCS(=O)(=O)C4)n3Cc3ccccc3)c(=O)n2c1 (stereo not drawn) | -3 | 2 | 2 | 4.7 | -24 | -2 | 102 | 1.1 | 3
CC(C)N(C(=O)COC(=O)c1cc(Cl)cc(Cl)c1N)C(C)C | 1 | -2 | -2 | -2.0 | -9 | -5 | 100 | -1.8 | -12
CCc1ccccc1NC(=O)CCC(=O)N1CCSc2ccccc21 | -1 | -1 | 22 | 0.6 | 20 | -15 | 98 | 1.1 | 18
Cc1cc(C)n2nc(C(=O)NCc3ccco3)nc2n1 | 0 | -1 | x | 1.2 | -4 | -1 | 95 | 2.0 | -6
COc1ccccc1N/N=C1\COC(C)(C)CC1=O | -7 | 4 | -11 | 0.1 | -18 | 1 | 101 | -1.6 | -5
O=C(Nc1cc(-c2nc3ncccc3o2)ccc1Cl)c1ccc([N+](=O)[O-])o1 | -1 | 5 | -5 | 1.8 | 4 | -1 | 101 | 0.1 | -8
COc1cc2ccccc2cc1C(=O)N1CCCCC1 | -1 | x | x | 0.0 | x | 3 | x | -1.9 | x
Cc1cc(Cl)c(OCCOCCN2CCC(C)CC2)c(Br)c1 | -14 | -1 | 52* | 1.4 | 0 | -2 | 106 | 3.0 | -4
COc1ccc(-n2nc(C(=O)NCCCN3CCCC3=O)c3c4ccccc4n(C)c3c2=O)cc1Cl | x | -3 | 10 | 0.2 | -3 | -9 | 95 | -0.7 | -9
O=C(NCCN1CCOCC1)c1ccc(CS(=O)c2ccccc2Cl)o1 (stereo not drawn) | -5 | 3 | -11 | 1.2 | -3 | -9 | 102 | 3.3 | -6
CCCn1c(SCC(=O)Nc2ccccc2-c2ccccc2)nnc1-c1ccoc1C | -8 | 10 | -6 | 0.1 | -2 | -9 | 108 | -2.2 | -2
CCOC(=O)c1oc2ccc3c(c2c1C)C(=O)CC1(CCN(C(=O)OCC)CC1)O3 | -6 | 3 | 0 | 1.0 | -2 | 5 | 98 | -0.2 | -16
COc1ccc(OC)c(C2C(C(=O)Nc3ccccc3OC)=C(C)Nc3nc(CCCO)nn32)c1 (stereo not drawn) | 2 | 2 | 16 | 1.6 | 2 | -15 | 96 | 0.5 | -1
CCN(c1ccc(NC(=O)COC(=O)CCc2nc3ccccc3n2-c2ccccc2)cc1)C(C)C | -1 | 3 | x | 0.1 | -3 | -9 | 103 | -1.7 | 2
COc1ccc(C(=O)c2c(C)c3ccccc3n2CC(O)CNC(C)C)cc1 (stereo not drawn) | -11 | -2 | -1 | 3.6 | 21* | -7 | 102 | 10 | 1
CCSC1=N/C(=C\c2cccc(F)c2)C(=O)S1 | 3 | 0 | 20 | 0.8 | 2 | -4 | 95 | -0.5 | 12
COc1ccc(N(C(=O)c2ccc(S(=O)(=O)N3CCCC3)cc2)C2C=CS(=O)(=O)C2)cc1 (stereo not drawn) | 1 | 9 | -6 | 0.2 | -9 | 0 | 108 | -0.6 | 6
O=C(Nc1c(S(=O)(=O)c2ccccc2)csc1Br)c1ccccc1Cl | -1 | -1 | 5 | -1.0 | -7 | 5 | 103 | -2.0 | 4
O=C(O)c1cc(-c2ccccc2)n(-c2ccc(Cl)cc2Cl)n1 | 3 | 0 | -22 | 0.1 | -7 | -10 | 105 | -0.4 | 0
Cc1ccc([N+](=O)[O-])cc1NC(=S)NC(=O)c1cccnc1 | -4 | -4 | 9 | 0.2 | 1 | -7 | 88 | -1.2 | -10
CC(C)(C)OC(=O)NCCC(=O)N/N=C/c1cccc2cccnc12 | 5 | -3 | x | 0.3 | -10 | -8 | 94 | 0.6 | 5
O=Cc1cc(Cl)ccc1OCCN1CCC(Cc2ccccc2)CC1 | -11 | 10 | 19 | 3.3 | 5 | -6 | 140* | 7.8 | 7
Cc1cccc(NC(=O)c2ccc(S(=O)(=O)N3CCC(C)CC3)cc2)n1 | -4 | 7 | 16 | 4.7 | -21 | -11 | 112 | 2.3 | 4
Cc1cc(C)n(-c2ccc(Cl)c(C(=O)NCc3ccccc3)n2)n1 | -7 | 4 | 0 | -1.2 | -7 | -7 | 102 | -0.8 | -1
COc1cc(C(=O)NC2CCCC(C)C2C)ccc1OCC(=O)N1CCOCC1 (stereo not drawn) | -1 | x | x | 0.3 | x | 5 | x | 0.7 | x
C[C@H](NC(=O)N1CCn2c1nc1ccccc12)C(=O)NCC1CCCO1 (stereo partly drawn) | 3 | 3 | 13 | 0.1 | -10 | 0 | 104 | -0.4 | 0
O=C(CSc1nnc2ccc(-c3cccnc3)nn12)Nc1ccccc1 | -1 | x | x | -0.3 | x | -3 | x | 2.0 | x
CCC(=O)c1ccccc1OCCN1C(=O)NC(C)(C)C1=O | -4 | 9 | 6 | 0.2 | -17 | -3 | 110 | -0.2 | 3
O=C(COc1cccc([N+](=O)[O-])c1)NN1C(=O)c2ccccc2C1=O | -9 | 1 | -30 | 1.5 | -8 | -5 | 100 | 0.1 | 0
CCCc1ccc(C(=O)NNc2ccccc2F)cc1 | -6 | 6 | 10 | -0.9 | -18 | -8 | 101 | -1.9 | 14
Cc1cc(C(=O)CSc2nc3ccc(Cl)cc3[nH]2)c(C)n1Cc1ccco1 | -5 | x | x | 1.5 | x | -10 | x | 0.5 | x
FC(F)Oc1ccc(-c2csc(NNC3=NCCCCC3)n2)cc1 | -2 | -1 | -21 | -0.3 | -5 | -5 | 99 | -0.2 | 13
CC1CCN(S(=O)(=O)c2ccc(NC(=O)CSc3ncccc3C(=O)O)cc2)CC1 | -10 | -3 | 6 | 0.0 | 9 | -2 | 99 | -1.0 | 0
CCO[C@H]1OC(C(=O)N2CCN(C)CC2)=C[C@@H](c2ccc(Br)cc2)[C@@H]1CCCO | -1 | 3 | 14 | 0.5 | -9 | -3 | 99 | -0.3 | -3
Cc1ccc2cc(/C=C(\C#N)C(N)=O)c(N3CCCCC3)nc2c1 | -2 | -1 | 25 | -0.9 | -10 | -12 | 94 | -1.7 | 0
O=C1CCc2cc(S(=O)(=O)N3CCCC3C(=O)N3CCN(c4ccccc4)CC3)ccc2N1 (stereo not drawn) | x | x | 2 | 2.0 | -5 | -3 | x | 0.4 | -14
Cc1ccc(S(=O)(=O)NC2(C(F)(F)F)NC(=O)N(Cc3ccccc3)C2=O)cc1 (stereo not drawn) | -3 | 1 | 3 | 0.0 | -8 | 1 | 103 | -0.1 | -2
COC(=O)C1CN(S(=O)(=O)c2ccccc2)CCN1S(=O)(=O)c1ccccc1 (stereo not drawn) | -1 | -1 | -21 | 4.1 | 8 | -5 | 105 | 0.9 | -1
CC1(C(=O)N2CC3(CC(c4cccc(NC(=O)COc5ccc(Cl)cc5)c4)=NO3)C[C@@H]2C(N)=O)CC1 (stereo partly drawn) | -6 | 5 | x | 0.8 | x | -11 | 90 | -0.2 | x
C(=N\Nc1nc(-c2ccccn2)nc2ccccc12)/c1ccccc1 | x | 5 | 11 | -1.8 | -18 | -18 | 102 | -1.3 | -6
CCn1c(=O)c(=O)[nH]c2cc(C(=O)NC(C)c3ccc(S(N)(=O)=O)cc3)ccc21 (stereo not drawn) | -7 | -1 | 23 | -0.3 | -6 | -1 | 95 | -0.1 | -1

Screening results as filed in PubChem.

Rows are unselected; about 4.1% have a hit in one of these screens.
